Screening results: PubChem BioAssay, The Scripps Research Institute Molecular Screening Center
CHRM5 PAM: positive allosteric modulators of human muscarinic M5 receptor. P08912. CHO-K1 hM5, Fluo-8 calcium, ACh EC20 PAM; 0% = ACh EC20, 100% = ACh EC100. activation, % at 3 µM. actives 0.3% (n = 360,000). AID 624038;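 active means activation above the run cutoff, the mean activation of all test compounds plus 3 SD, cut at about 18% in these data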
Target sequence (P08912 whole entry, looked up): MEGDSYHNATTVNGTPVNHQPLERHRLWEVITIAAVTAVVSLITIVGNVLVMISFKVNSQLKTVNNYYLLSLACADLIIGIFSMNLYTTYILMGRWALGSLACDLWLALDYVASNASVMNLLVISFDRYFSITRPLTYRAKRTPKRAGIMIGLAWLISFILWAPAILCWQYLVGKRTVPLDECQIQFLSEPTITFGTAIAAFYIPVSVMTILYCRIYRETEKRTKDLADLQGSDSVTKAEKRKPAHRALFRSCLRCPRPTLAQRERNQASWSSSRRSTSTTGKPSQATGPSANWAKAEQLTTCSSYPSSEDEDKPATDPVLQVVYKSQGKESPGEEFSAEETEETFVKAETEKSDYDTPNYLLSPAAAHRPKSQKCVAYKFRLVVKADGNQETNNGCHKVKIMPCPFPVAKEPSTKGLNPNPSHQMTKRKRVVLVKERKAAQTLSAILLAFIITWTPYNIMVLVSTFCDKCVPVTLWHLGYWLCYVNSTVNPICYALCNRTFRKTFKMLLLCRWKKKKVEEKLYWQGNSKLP
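system = human M5 receptor in CHO-K1 cells | reagent = EC20 acetylcholine as agonist stimulus | compound dosing = single-point, 3 µM nominal | incubation = Fluo-8 loading 80 min at 37 °C plus 30 min room temperature | detection = Fluo-8 calcium dye fluorescence, kinetic read | benchmarks = low control EC20 acetylcholine (0%), high control EC100 acetylcholine (100%)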
M1 ag parental: counter-screen for M1 agonists: effect in parental CHO-K1 cells. actives 0.48% (n = 360,000). AID 602248. Fluo-8 calcium fluorescence; scaled to maximal ATP response, vehicle zero. activation, % at 3 µM; in the data active means activation above about 15%;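 further: untransfected CHO-K1 host cells lacking M1 receptor as counterscreen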
M1 PAM parental: M1 PAM counterscreen hit in parental CHO-K1 cells; ATP EC20, Fluo-8 calcium fluorescence; 0% at ATP EC20, 100% at ATP max; activation, % at 3 µM; actives 0.02% (n = 360,000);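 active means activation above the run cutoff, the mean activation of all test compounds plus 3 SD, cut at about 40% in these data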;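 further: peak over basal fluorescence ratio in a 140 s read after ATP addition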
CHRM5 agonist: agonists of human muscarinic M5 receptor (CHRM5) | AID 624037 | activation, % at 3 µM | actives 0.19% (n = 360,000) | CHO-K1 hM5 cells, Fluo-8 calcium fluorescence; 0% DMSO wells, 100% maximal acetylcholine response;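 active means activation above the run's mean over test compounds plus 3 SD, cut at about 23% in these data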;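 further: signal is peak over basal fluorescence ratio across the kinetic read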
M4 antag: blocks acetylcholine activation of human M4 receptor; P08173; CHO-hM4 cells, ACh EC80, Fluo-8 calcium fluorescence; inhibition, % at 3 µM; actives 0.73% (n = 360,000); AID 624125;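 active means inhibition above its plate's cutoff, the mean inhibition of sample wells plus 3 SD, cut at about 27% in these data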;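 further: 0% = acetylcholine EC80 with DMSO and 100% = DMSO without agonist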
Target sequence (P08173 whole entry, looked up): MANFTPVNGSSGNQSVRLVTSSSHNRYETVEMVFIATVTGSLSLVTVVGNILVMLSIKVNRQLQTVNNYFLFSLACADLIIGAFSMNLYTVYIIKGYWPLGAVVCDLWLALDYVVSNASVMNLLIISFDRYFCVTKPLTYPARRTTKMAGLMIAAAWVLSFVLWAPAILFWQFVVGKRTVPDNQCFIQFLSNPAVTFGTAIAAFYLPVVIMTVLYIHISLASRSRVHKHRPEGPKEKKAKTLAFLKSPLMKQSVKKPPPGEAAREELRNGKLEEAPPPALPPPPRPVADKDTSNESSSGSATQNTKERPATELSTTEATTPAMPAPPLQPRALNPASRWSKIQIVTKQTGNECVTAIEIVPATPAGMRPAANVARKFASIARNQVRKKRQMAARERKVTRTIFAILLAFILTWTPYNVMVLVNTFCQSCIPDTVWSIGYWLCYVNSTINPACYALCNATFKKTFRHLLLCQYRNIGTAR
M4 PAM: positive allosteric modulators of human muscarinic M4 receptor; CHO-K1 hM4/Gqi5, Fluo-8 calcium fluorescence, ACh EC20; 0% = ACh EC20, 100% = maximal ACh; activation, % at 3 µM; actives 0.4% (n = 360,000);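 active means activation above its plate's cutoff, the mean activation of sample wells plus 3 SD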; further: some results filed as inactive read as strong as hits
M4 ag: CHRM4 agonism in calcium assay. activation, % at 3 µM. actives 0.14% (n = 360,000). AID 624127. CHO-K1 hM4/Gqi5, Fluo-8 calcium fluorescence; vehicle 0%, full acetylcholine response 100%. P08173;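 active means activation above the run mean over all test wells plus 3 SD, cut at about 32% in these data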;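 further: peak over basal fluorescence ratio per well then scaled between controls; 0% = DMSO wells and 100% = acetylcholine at EC100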
CHO-K1 Ca antag: counter-screen for M1 antagonists: effect in parental CHO-K1 cells; ATP-induced calcium, Fluo-8 fluorescence; inhibition, % at 3 µM; actives 0.6% (n = 360,000); AID 602250;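 active means inhibition above a per-plate cutoff, the plate's mean sample inhibition plus 3 SD, cut at about 24% in these data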;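 further: 0% = DMSO plus EC80 ATP and 100% = DMSO alone without ATP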
M5 antag: CHRM5 antagonism in calcium assay; CHO-hM5 cells, Fluo-8 calcium fluorescence, ACh EC80; actives 0.59% (n = 360,000); inhibition, % at 3 µM; P08912;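 active means inhibition above a per-plate cutoff, the mean of that plate's test compounds plus 3 SD, cut at about 27% in these data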;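 further: 0% = acetylcholine EC80 with DMSO and 100% = DMSO without agonist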
* = called active by the depositor.

Molecule	CHRM5 PAM	M1 ag parental	M1 PAM parental	CHRM5 agonist	M4 antag	M4 PAM	M4 ag	CHO-K1 Ca antag	M5 antag
O=C(NCC1CCCO1)C(c1cccnc1)N(C(=O)Cc1cccs1)c1cccnc1 (stereo unspecified)	-4	-0.3	-10	2	-3	-3	-1	-11	-7
CCS(=O)(=O)N1CCCC(C(=O)NC2CCCCC2)C1 (stereo unspecified)	1	0.6	22	2	9	8	1	-3	-2
CCc1nc2ccc(C(=O)N(C)Cc3ccco3)cn2c1N(C)C(=O)Cc1ccccc1	-4	0.5	16	-1	-3	-1	1	5	16
CCC(C(=O)N1CCN(S(=O)(=O)c2sc(C(=O)O)c(C)c2C(=O)O)CC1)c1ccccc1 (stereo unspecified)	6	0.1	4	2	-5	1	0	-17	-2
CC(C)c1ccc(NC(=O)Cn2ncn3c(cc4ccccc43)c2=O)cc1	-3	-0.3	12	-6	4	-6	-1	-6	13
CCCn1c2ccccc2c2cnn(CC(=O)NC3CCC(C)CC3)c(=O)c21 (stereo unspecified)	4	0.1	-14	-1	-2	5	1	4	-1
CCC(Sc1nc2sc(C(=O)OC)c(C)c2c(=O)n1N)C(=O)N(CC)CC (stereo unspecified)	-3	-0.2	8	-1	-5	5	0	-4	-1
Nc1c(O)cccc1C(=O)O	4	-0.1	11	1	-3	4	1	-6	-10
C=CCn1c(Oc2cccc(C)c2)nc2c1c(=O)n(C)c(=O)n2C	9	-0.3	0	-1	-1	4	-1	8	0
NC(=O)CSc1nnc(Cn2c(=O)sc3ccccc32)n1CCc1ccccc1	5	0.0	5	2	9	-3	0	3	-2
CCC(CC)C(=O)Nc1cccc(C(=O)N2CCOCC2)c1	-2	0.8	10	0	6	1	0	-8	3
CCOC(=O)c1[nH]c2ccccc2c1NC(=S)Nc1ccccc1	-3	0.0	11	1	2	-1	1	-3	-1
COc1ccccc1NC(=O)CSc1nccc(=O)[nH]1	5	-0.1	12	0	-7	3	-1	-7	-2
COc1ccc(-c2cn(CCC(=O)O)c(C)n2)cc1	1	3.6	-2	1	6	2	0	-8	11
CCS(=O)(=O)N1CCN=C1SCc1cccnc1	-1	0.2	8	-1	-9	4	1	4	2
CCCCNC(=S)N1CCN(c2ccccc2Cl)CC1	-8	1.5	-1	-5	-7	-7	1	-3	-7
Cc1cccc(C(=O)NNC(=O)c2ccccc2)c1	-4	-0.1	0	2	12	9	0	-1	12
CCN(CC)CCNC(=O)Cn1cnc2sc(C)c(S(=O)(=O)N3CCOCC3)c2c1=O	-11	0.1	0	-4	-3	1	1	2	5
Cc1ccc(-c2nnn(CC(=O)N(c3cccc(F)c3)C(C(=O)NC(C)(C)C)c3ccco3)n2)o1 (stereo unspecified)	15	-0.1	-10	-1	-3	4	2	4	4
CCS(=O)(=O)N1CCC(C(=O)Nc2ccccc2OC)CC1	4	0.3	13	-4	4	-2	0	-3	1
Oc1ccc2c(c1)oc1cc(O)ccc12	-1	1.4	15	0	5	-7	1	-9	4
CCn1c(Cc2ccc(OC)cc2)nnc1SCC(=O)N1CCN(c2ccccc2)CC1	-1	0.7	15	-1	7	-2	1	-10	-2
COc1ccc(C2NC(=O)NC(C)=C2C(=O)OC2CCC(C)CC2)cc1 (stereo unspecified)	2	-0.3	-1	-10	3	-5	-1	-2	6
N/C(=N\OC(=O)c1ccc2ccccc2c1)c1cccc([N+](=O)[O-])c1	-2	0.8	-4	-3	2	-4	1	3	-8
CCCCn1c(NC(=O)c2ccccc2)nc2ccccc21	-10	-0.5	10	-4	-4	3	-4	-4	12
COCCNC(=O)CCc1nnc2ccc(N3CCC(C)CC3)nn12	-1	0.1	17	-2	4	3	0	-13	9
CCCCn1c(=S)[nH]c2cc(S(=O)(=O)N3CCCCC3)ccc21	-2	2.3	22	0	-5	-1	4	-13	5
FC(F)(F)c1ccc2c(c1)NCC1CCCN21 (stereo unspecified)	1	0.9	6	1	-1	4	2	-1	0
S=C(Nc1ccccc1)N1CCN(C(=S)c2ccccc2)CC1	-1	12	-7	1	-1	-1	3	2	2
Cc1cc(NC(=O)c2ccco2)ncc1NC(=O)CCc1ccccc1	-12	0.8	-4	-3	6	-7	4	17	12

Compound profiles, as listed above.
`CCCn1c2ccccc2c2cnn(CC(=O)NC3CCC(C)CC3)c(=O)c21` (stereo unspecified) reads CHRM5 PAM: 4; M1 ag parental: 0.1; M1 PAM parental: -14; CHRM5 agonist: -1; M4 antag: -2; M4 PAM: 5; M4 ag: 1; CHO-K1 Ca antag: 4; M5 antag: -1
`Oc1ccc2c(c1)oc1cc(O)ccc12` reads CHRM5 PAM: -1; M1 ag parental: 1.4; M1 PAM parental: 15; CHRM5 agonist: 0; M4 antag: 5; M4 PAM: -7; M4 ag: 1; CHO-K1 Ca antag: -9; M5 antag: 4

(next part)
Molecule	CHRM5 PAM	M1 ag parental	M1 PAM parental	CHRM5 agonist	M4 antag	M4 PAM	M4 ag	CHO-K1 Ca antag	M5 antag
O=S(=O)(Nc1ccc(O)c2ccccc12)c1ccc(OC(F)(F)F)cc1	-5	0.6	6	-3	4	-6	3	1	8
COC(=O)c1ccccc1NC(=O)CN1CCC(NC(=O)c2ccc(C)cc2)CC1	-3	0.1	15	1	1	11	-1	-14	15
CCOc1ccc(NC(=O)CC2C(=O)N(c3ccc(OC)cc3)C(=S)N2Cc2ccccn2)cc1 (stereo unspecified)	-7	4.4	7	1	-3	-17	10	-13	4
CCN(CC)S(=O)(=O)c1cc(NC(=O)C(C)N(C)CC(=O)Nc2c(C)cccc2C)ccc1C (stereo unspecified)	-2	4.8	14	-1	-4	4	2	2	-3
Cc1cc(C)cc(OCC(=O)Nc2ccccc2N2CCCCC2)c1	13	0.1	9	0	-3	-5	0	-1	-13
O=C(NCc1ccccc1)c1cc(C2CCCCN2S(=O)(=O)c2cccc3cccnc23)on1 (stereo unspecified)	0	0.6	10	-2	-4	1	3	3	3
COc1ccccc1CC(=O)Nc1cc(C)on1	-3	0.4	5	-2	-9	6	0	-9	-2
CCOC(=O)N1CCN(c2ccc(S(=O)(=O)N(Cc3ccccc3)Cc3ccccc3)cn2)CC1	-1	0.5	2	0	6	6	1	-9	2
O=C(CSc1nnc(-c2ccncc2)n1Cc1ccco1)Nc1ccccc1F	6	1.5	15	4	-5	-2	3	-18	-2
Cc1c(NC(=S)NC(C)(C)C)c(=O)n(-c2ccccc2)n1C	4	1.1	11	-2	-17	7	1	-11	1
COc1ccc(CC(=O)N2CCc3cc(OC)c(OC)cc3C2C)c(OC)c1 (stereo unspecified)	-1	2.4	-2	1	-9	-4	9	-3	-6
CC(C)CSCC1OC(n2cnc3c(N)nccc32)C(O)C1O (stereo unspecified)	-4	-0.4	-15	0	-4	7	0	14	5
Cc1ccc2c(c1)C(c1ccc(F)cc1)N(C(=O)c1cc3ccccc3oc1=O)CC(=O)N2 (stereo unspecified)	-1	0.8	21	4	-2	-2	6	-3	-2
COc1ccc(-c2nnc(NC(=O)CS(=O)(=O)c3ccc(Cl)cc3)o2)c(OC)c1	-4	0.0	1	-2	6	-4	0	-3	1
CC(=O)C1=C(Nc2ccc(C)cc2)CC(C)(O)C(C(C)=O)C1c1ccco1 (stereo unspecified)	-6	1.6	11	-6	4	-4	-1	-2	5
NC(=O)c1c(NC(=O)C(=O)N2CCOCC2)sc2c1CCC2	4	0.0	4	-2	-7	4	1	4	-3
CC(=O)c1cccc(NC(=O)CSc2nnc(-c3ccncc3)o2)c1	-3	0.0	-12	6	13	0	0	1	4
C[C@@H]1CN([C@H](C)CO)C(=O)c2cc(NC(=O)Nc3ccc(F)cc3)ccc2O[C@@H](C)CCCCO[C@H]1CN(C)S(=O)(=O)c1ccc(Cl)cc1	7	0.2	7	3	-10	-4	0	-1	-13
Cc1ccc(C)c(NC(=O)CCC(=O)NN=C2CCCC2)c1	1	1.9	-6	-3	2	1	1	-10	-4
O=C1CC(=O)N2N=C(c3ccc([N+](=O)[O-])cc3)SC2=N1	-1	-0.1	19	2	8	7	0	-8	13
COc1ccc(N(CC(=O)O)S(=O)(=O)c2ccc(OC)c(OC)c2)cc1	5	1.1	17	-7	-1	8	1	-8	6
COc1ccc(NC(=O)CCCNC(=O)c2ccc(Cl)cc2)cc1S(=O)(=O)N1CCCCC1	3	-0.1	12	0	-10	6	0	-17	1
Cc1cc(C)nc(NS(=O)(=O)c2ccc(-n3cccc3)cc2)n1	-2	-0.5	-4	-2	3	0	1	5	2
Cc1nn(CC(=O)NCc2cccs2)c(=O)c2nn(-c3ccccc3)c(C)c12	-2	0.0	22	-3	-9	6	2	-10	-6
COc1ccccc1[C@@H]1C(c2cccc(Cl)c2)=NN(c2ccccc2)[C@H]1C(=O)N1CCOC1=O	-5	0.2	-15	-1	1	-5	0	16	11
COc1cc(C(CCN2CCOCC2)c2c(OC)cc(OC)c3c(-c4ccccc4)cc(=O)oc23)cc(OC)c1OC (stereo unspecified)	0	1.4	10	-1	-5	-5	4	-2	-1
N#CCc1c(C#N)c(N)nc(N2CCCC(O)C2)c1C#N (stereo unspecified)	-5	0.2	-3	-2	-15	-3	3	0	-17
COc1ccc(NC(=O)CSc2ccc(-c3ccco3)nn2)cc1	10	0.5	-18	2	5	1	1	-3	-13
O=C(Nc1cc(Cl)ccc1N1CCOCC1)c1cnccn1	0	0.1	-1	0	4	-4	0	8	3
Clc1cccc(CNCCCSc2ncccn2)c1	1	0.2	6	-11	-1	-6	1	0	10
O=C(Nc1ccc(Cl)cc1F)c1ccc2c(c1)C(=O)N(Cc1ccncc1)C2=O	1	0.7	9	2	-4	0	2	-7	1
COc1cccc(C(=O)NCCSc2ccc(Br)cc2)c1	-5	1.0	10	-7	-1	-7	0	-1	-2
O=C(NCc1ccc(F)cc1)C1Cc2ccccc2CN1C(=O)c1ccco1 (stereo unspecified)	-8	0.6	4	-2	-3	-5	0	-1	-8
CSCC[C@@H](C(=O)NCc1cccs1)N1Cc2ccccc2C1=O	-8	2.1	6	1	5	-8	5	-1	4
Cc1ccc2[nH]c3c(c2c1)CN(C(=O)CN1CCN(c2cccc(C)c2C)CC1)CC3	-7	0.2	-10	-3	8	-10	2	6	2
Cc1ccc(C(=O)CCC(=O)OCC(=O)Nc2cc(S(=O)(=O)N(C)C)ccc2C)cc1	6	1.5	18	1	-10	0	3	-8	-11
COc1ccc(NC(=O)c2cc(C)no2)cc1Cl	-4	0.5	-5	-1	-3	-1	1	-17	13
COc1cc2c(cc1OC)C1C(C(=O)Nc3ccccc3N3CCN(C)CC3)c3ccccc3C(=O)N1CC2 (stereo unspecified)	-1	0.5	0	-5	5	-11	1	-6	4
COc1ccccc1NC(=O)CCCCCN1C(=O)c2cccc([N+](=O)[O-])c2C1=O	1	0.5	13	2	-1	-3	1	-2	2
O=C(OCc1nnc(-c2ccccc2)o1)c1ccc([N+](=O)[O-])s1	3	1.5	12	-3	-1	3	1	-9	4
Cc1ccc(N(C(=O)Cn2nnc(-c3cccs3)n2)C(C(=O)NC2CCCC2)c2ccncc2)cc1 (stereo unspecified)	0	-0.2	17	7	2	29	1	-2	-5
Cc1cc(C)c(S(=O)(=O)Nc2ccccc2C(=O)N2CCOCC2)c(C)c1	-5	0.6	-23	-2	5	-4	0	7	5
